# ABCG2 inh – blocks JC-1 efflux by human ABCG2 transporter; IgMXP3 cells, flow cytometry; Q9UNQ0; AID 1325; inhibition, % at 6.6 µM; 190,000 tested, 0.1% active;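 active = inhibition above 80%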;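 note: 0% = DMSO and 100% = nicardipine control wells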
# Target sequence (Q9UNQ0 whole entry, looked up): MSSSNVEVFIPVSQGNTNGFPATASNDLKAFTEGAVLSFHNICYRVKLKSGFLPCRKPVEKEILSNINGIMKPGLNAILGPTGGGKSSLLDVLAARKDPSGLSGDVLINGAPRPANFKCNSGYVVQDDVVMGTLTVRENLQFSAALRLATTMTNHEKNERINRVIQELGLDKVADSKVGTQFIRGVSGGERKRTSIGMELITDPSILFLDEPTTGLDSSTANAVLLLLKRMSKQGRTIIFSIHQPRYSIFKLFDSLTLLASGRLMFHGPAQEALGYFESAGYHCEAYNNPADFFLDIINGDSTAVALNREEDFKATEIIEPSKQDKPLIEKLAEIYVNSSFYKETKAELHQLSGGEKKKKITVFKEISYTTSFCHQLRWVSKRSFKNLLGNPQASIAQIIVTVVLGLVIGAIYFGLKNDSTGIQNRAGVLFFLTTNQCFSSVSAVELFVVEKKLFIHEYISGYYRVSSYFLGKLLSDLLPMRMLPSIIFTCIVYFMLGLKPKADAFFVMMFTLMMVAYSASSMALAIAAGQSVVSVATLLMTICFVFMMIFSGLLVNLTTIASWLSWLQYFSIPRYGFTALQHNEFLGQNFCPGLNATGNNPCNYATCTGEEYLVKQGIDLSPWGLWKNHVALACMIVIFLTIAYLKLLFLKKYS
#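 Measure – % inhibition of efflux relative to nicardipine and DMSO · Test system – ABCG2 IgMXP3 and barcoded ABCB1 CCRF-Adr cell mix · Control set – nicardipine as high control, DMSO as low control · Compound – one concentration, 6.6 µM final · Signal – flow cytometry of retained JC-1 fluorescence · Timing – 10 min exposure at 25 °C with rotation, no wash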
# Rac1 wt GTP bind – alters GTP binding to wildtype human Rac1 | P63000 | GST-Rac1 beads, fluorescent GTP binding, flow cytometry; actives lie on both sides; 0 = cold GTP competed, 100 = untreated | GTP binding activity (% of control), % at 10 µM | 190,000 tested, 0.27% active | AID 757;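 active = GTP binding activity at least 20 points away from the 100% control level, either lower or higher; inconclusive = compound flagged as likely green fluorescent, judged across all proteins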
# GSH bead fluor – GSH bead compound fluorescence profile; AID 1776; 190,000 tested, 0.25% active; GSH beads flow cytometry, compound fluorescence 488/530 nm; active compounds read high; fluorescence (KMESF) at 10 µM; in the data active = fluorescence above about 89;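 note: glutathione beads carrying GST-tagged Bcl family fusion proteins plus one bare bead set; values are compound well signal with DMSO vehicle wells as background; inactives centre near 16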
# Avidin fluor – avidin bead compound fluorescence profile. Avidin beads, compound fluorescence 488/530 nm, flow cytometry; active compounds read high. fluorescence (KMESF) at 10 µM. 220,000 tested, 0.38% active. AID 1775; in the data active = fluorescence above about 47; note: inactives centre near 10
# Rac1 mut GTP – modulators of GTP binding to human Rac1 activated mutant. percent activity (GTP binding), % at 10 µM. P63000. GST-Rac1 activated beads, fluorescent GTP binding, flow cytometry; actives lie on both sides; 100% means binding = to untreated wells. AID 764. 190,000 tested, 0.11% active;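 active = GTP binding at least 20 percentage points away from the 100% baseline, in either direction, so actives lie on both sides; inconclusive = Compound likely fluorescent itself, or too few beads counted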
# Cdc42 wt – changes GTP binding to wildtype human Cdc42. P60953. GST-Cdc42 beads, Bodipy-GTP binding, flow cytometry; actives lie on both sides. percent activity (GTP binding), % at 10 µM. 190,000 tested, 0.2% active;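 active = percent activity GTP binding at least 20 points away from the 100% baseline, either down as inhibitor or up as activator; inconclusive = compound flagged as likely green fluorescent from well-wide comparison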;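 note: median bead fluorescence of bound Bodipy-FL-GTP at 100 nM; 0% = excess unlabeled GTP control and 100% = no compound control; below 100% means less GTP binding so inhibitor and above means activator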
# Target sequence (P60953 whole entry, looked up): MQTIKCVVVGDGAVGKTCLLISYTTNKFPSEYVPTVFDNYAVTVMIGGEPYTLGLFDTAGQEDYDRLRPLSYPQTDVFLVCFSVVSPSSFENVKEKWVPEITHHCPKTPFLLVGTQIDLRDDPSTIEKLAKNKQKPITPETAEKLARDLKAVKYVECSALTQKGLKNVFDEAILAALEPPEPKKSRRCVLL
# Pf gamet viab – P. falciparum stage V gametocyte viability inhibition. AID 743093. P. falciparum stage V gametocytes, ATP luminescence, 24 h. 150,000 tested, 0.065% active. inhibition, % at 10.9 µM;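 active = inhibition above the mean plus 3 SD of compounds within the control limits, set per campaign, cut at about 38% in these data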;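 note: 0% = DMSO wells and 100% = medium only without gametocytes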
# HRas wt GTP – modulators of GTP binding to human HRas wildtype. AID 759. 190,000 tested, 0.14% active. GST-Ras wt beads, Bodipy-FL-GTP binding, flow cytometry; actives lie on both sides. GTP binding activity, % at 10 µM;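 active = GTP binding activity at least 20% away from the 100% baseline, either lowered as inhibitor or raised as activator; inconclusive = flagged as likely green fluorescent, judged across all proteins in the well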;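 note: 0% = unlabeled GTP competition control and 100% = no-compound control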
# Rab7 wt GTP bind – alters GTP binding to wildtype dog Rab7. GST-Rab7 beads, fluorescent GTP binding, flow cytometry; actives lie on both sides; untreated = 100%, excess cold GTP = 0%. GTP binding activity (percent of control), % at 10 µM. 190,000 tested, 0.055% active. AID 758;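 active = fluorescent GTP binding to Rab7 beads changed by at least 20 points from the 100% baseline, either direction, mostly lower; inconclusive = compound itself probably fluorescent, or too few beads counted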;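 note: median green fluorescence of bound Bodipy-FL-GTP per Rab7 bead population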
# Rab2 wt GTP – changes GTP binding to wildtype dog Rab2A, up or down; P61105; GST-Rab2 wt beads, Bodipy-GTP binding, flow cytometry; GTP binding activity, % at 10 µM; 190,000 tested, 0.19% active;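 active = GTP binding activity at least 20 points away from 100%, either lowered or raised; inconclusive = signal likely due to the compound's own green fluorescence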;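 note: 0% = beads with excess unlabeled GTP and 100% = no-compound control corrected for plate trend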
# ABCB1 inh – human ABCB1 inhibition, ABCG2 as counter-screen; P08183; CCRF-Adr cells, JC-1 efflux, flow cytometry; inhibition, % at 6.6 µM; 190,000 tested, 0.067% active; in the data active = inhibition above about 40%;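 note: 0% = vehicle and 100% = reference inhibitor; higher value means more JC-1 retained so stronger ABCB1 efflux block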
# An asterisk follows results filed as active; ? = inconclusive; / = no result given.
SMILES,ABCG2 inh,Rac1 wt GTP bind,GSH bead fluor,Avidin fluor,Rac1 mut GTP,Cdc42 wt,Pf gamet viab,HRas wt GTP,Rab7 wt GTP bind,Rab2 wt GTP,ABCB1 inh
CCOc1cc(C)ccc1OCc1nnc(SCC(=O)c2cccc([N+](=O)[O-])c2)n1CC,7,107,19,7,103,109,/,107,100,107,1.6
O=C(Nc1ccccc1C(F)(F)F)c1cc2ncc(CCCl)cn2n1,13,103,12,3,101,100,-13,100,100,100,0.6
O=C(N/N=C/c1cccnc1)c1ccccc1NS(=O)(=O)c1cccs1,-2,96,14,10,96,92,-4,94,94,93,0.1
Cc1ccc(C(=O)NCCSc2snnc2C)cc1,0,103,35,6,100,102,-8,103,102,101,-2.0
CC(=O)c1sc(N/N=C2\CC3CCC2(C)C3(C)C)nc1C (stereo not given),13,103,13,11,101,98,9,101,101,100,-0.3
O=C(CSc1nnc(-c2ccco2)c(-c2ccco2)n1)c1ccccc1,-12,96,13,7,91,94,-10,93,94,98,-5.4
O=S(=O)(Nn1cnnc1)c1ccccc1,2,102,12,23,99,101,/,100,100,100,0.9
COc1ccccc1N1CCN(CC(O)COc2ccc3c(c2)OCO3)CC1 (stereo not given),3,99,25,26,98,94,-7,102,108,100,1.5
Cc1cc(=O)oc2c(CN3CCN(C)CC3)c(O)c(Cl)cc12,4,102,10,34,101,105,/,103,103,103,0.4
CC(=O)c1c(C)[nH]c(C(=O)OCC(=O)N2CCc3ccccc32)c1C,31,94,24,10,97,93,/,94,96,94,3.2
CCN(CCCNC(=O)CCNC(=O)Cn1cnc2ccccc2c1=O)c1ccccc1,6,102,30,15,100,106,/,104,102,103,0.6
C=CCN(C(=O)CSC1=NC(=O)CN1C(C)=O)c1nc(C)c(-c2ccccc2)s1,3,95,17,10,90,93,-29,93,102,94,1.1
Cc1cc(C)c2c(-n3cccc3)c(NC(=O)OCc3ccccc3)sc2n1,29,103,38,18,97,101,21,100,100,98,1.3
CCN(C(=O)CSc1nnc(-c2ccccc2)o1)c1c(N)n(Cc2ccccc2)c(=O)[nH]c1=O,8,95,13,13,94,100,0,97,96,97,15
COc1ccccc1CNC(=O)c1cc2c(s1)CS(=O)(=O)C2,9,107,29,19,103,101,3,101,99,105,0.2
NC(=O)CSc1nnnn1-c1ccccc1Cl,1,97,17,8,92,96,1,96,105,100,0.5
O=C(Cn1nnc2ccccc2c1=O)NCc1ccc(Cl)cc1,-2,96,16,10,97,97,-17,100,105,100,-1.7
CCOC(=O)CN1CC23C=CC(O2)C(C(=O)Nc2ccc(F)cc2)C3C1=O (stereo not given),0,107,37,11,101,100,/,100,102,101,0.0
Cc1ccccc1C(=O)N1CCC(C(=O)N2CCN(S(=O)(=O)c3ccccc3F)CC2)CC1,5,103,13,7,102,101,-33,103,106,104,0.3
CC(C)(C)SCCNC(=O)c1ccc(Cl)c([N+](=O)[O-])c1,33,?,11,5,?,?,/,?,?,?,2.9
O=C(NCCc1c[nH]c2ccccc12)C(=O)NCC1OCCN1S(=O)(=O)c1ccc(Cl)cc1 (stereo not given),20,106,16,/,100,104,/,101,97,100,2.3
Fc1ccccc1/C=N/Nc1ncnc2ccccc12,1,91,11,23,91,95,-2,92,96,95,0.1
CC(=O)NC(Cc1ccc(C)cc1)C(=O)NC1CCN(c2ncccc2[N+](=O)[O-])CC1 (stereo not given),1,100,10,15,99,99,-8,103,102,100,/
CCn1c(=O)cc(SCC(=O)N(C)Cc2ccccc2)c2ccccc21,3,99,38,6,98,98,7,99,100,98,1.4
COc1cc(/C=C/C(=O)OCC(=O)NC(=O)NC(C)(C)C)ccc1OCC#N,6,103,9,6,100,100,1,99,98,98,0.9
COC(=O)c1ccc(C(c2c(N)n(CC(C)C)c(=O)[nH]c2=O)N2CCN(c3ccccc3)CC2)cc1 (stereo not given),3,102,15,29,101,101,/,101,96,97,0.2
O=C(NCCCN1CCc2ccccc2C1)C1CCN(S(=O)(=O)N2CCCC2)CC1,3,101,24,8,101,102,6,101,99,101,0.4
O=C(CCS(=O)(=O)c1ccccc1)NCCS(=O)(=O)c1ccccc1,1,97,12,11,96,97,3,95,95,97,0.4
O=C(Nc1ccsc1C(=O)NC1CCCCC1)c1ccc(F)cc1,1,99,15,26,98,96,-4,96,96,96,0.3
NC(=S)NNC(=O)Nc1cccc(Cl)c1,-8,106,11,9,100,104,-10,101,101,97,0.6
Cc1ccc(SCc2ccc(C(=O)NCc3ccncc3)cc2)cc1,1,102,4,7,100,101,0,100,97,99,0.2
CC1CN=C(N(C(=O)Nc2ccccc2)C(C)C)S1 (stereo not given),1,101,19,25,96,99,/,97,94,98,0.3
O=C(CSCC(=O)NC1CC1)Nc1ccccc1,1,101,76,5,98,98,/,99,97,98,0.2
O=C(N/N=C/c1ccc(-c2cccc(C(F)(F)F)c2)o1)c1cccc(F)c1,0,96,40,6,95,98,/,96,97,96,-0.3
Cc1ccc(C(=O)CSc2nnc(COc3cccc4cccnc34)o2)cc1,18,104,25,29,100,105,8,102,102,101,-0.2
O=C(NCCc1ccncc1)c1ccccc1F,1,98,12,13,98,99,/,98,98,99,0.4
Cc1nc(C)c2c(c1C(F)(F)F)-c1ccccc1C2(F)F,-2,105,33,15,102,103,/,103,102,103,2.1
Cc1nc2ccc(S(=O)(=O)NCC(=O)O)cc2s1,1,100,25,12,100,101,16,99,99,100,0.0
COc1ccc(CC(=O)OCC(=O)Nc2cccc(Br)c2)cc1,4,92,12,25,88,89,8,91,93,90,0.3
COc1ccc(CCNC2CC(=O)N(CCc3ccccc3)C2=O)cc1 (stereo not given),5,100,50,8,96,97,/,100,100,98,0.8
Cc1cc(-c2c(C)[nH]n(-c3ccccc3)c2=O)n(-c2ccccc2)n1,0,106,22,26,101,104,/,102,99,100,0.2
O=C1CC(N2CCN(c3ccccc3Cl)CC2)C(=O)N1c1ccc(F)cc1 (stereo not given),2,104,21,32,101,101,/,102,102,101,0.3
O=C(N=Nc1c(O)[nH]c2ccccc12)c1cccc(S(=O)(=O)Nc2ccccc2Cl)c1,6,91,15,8,88,88,8,92,101,91,0.0
COc1ccc(C2C=C(c3ccc(C)cc3)Nc3ncnn32)cc1 (stereo not given),1,105,23,15,101,105,/,107,105,106,0.4
CCn1nnnc1SCC(=O)N1c2ccccc2CCc2ccccc21,9,102,34,10,98,98,/,97,97,97,1.8

# Nothing new here: entries from further up.
SMILES,ABCG2 inh,Rac1 wt GTP bind,GSH bead fluor,Avidin fluor,Rac1 mut GTP,Cdc42 wt,Pf gamet viab,HRas wt GTP,Rab7 wt GTP bind,Rab2 wt GTP,ABCB1 inh
O=C(N=Nc1c(O)[nH]c2ccccc12)c1cccc(S(=O)(=O)Nc2ccccc2Cl)c1,6,91,15,8,88,88,8,92,101,91,0.0
COc1ccc(C2C=C(c3ccc(C)cc3)Nc3ncnn32)cc1 (stereo not given),1,105,23,15,101,105,/,107,105,106,0.4
CCn1nnnc1SCC(=O)N1c2ccccc2CCc2ccccc21,9,102,34,10,98,98,/,97,97,97,1.8

# Gathered by group, those above with a furan ring, fused or not (2)
SMILES,ABCG2 inh,Rac1 wt GTP bind,GSH bead fluor,Avidin fluor,Rac1 mut GTP,Cdc42 wt,Pf gamet viab,HRas wt GTP,Rab7 wt GTP bind,Rab2 wt GTP,ABCB1 inh
O=C(CSc1nnc(-c2ccco2)c(-c2ccco2)n1)c1ccccc1,-12,96,13,7,91,94,-10,93,94,98,-5.4
O=C(N/N=C/c1ccc(-c2cccc(C(F)(F)F)c2)o1)c1cccc(F)c1,0,96,40,6,95,98,/,96,97,96,-0.3

# Part of the list above in order of count of non-hydrogen atoms, descending.
SMILES,ABCG2 inh,Rac1 wt GTP bind,GSH bead fluor,Avidin fluor,Rac1 mut GTP,Cdc42 wt,Pf gamet viab,HRas wt GTP,Rab7 wt GTP bind,Rab2 wt GTP,ABCB1 inh
Cc1ccc(C(=O)CSc2nnc(COc3cccc4cccnc34)o2)cc1,18,104,25,29,100,105,8,102,102,101,-0.2
O=C(N/N=C/c1ccc(-c2cccc(C(F)(F)F)c2)o1)c1cccc(F)c1,0,96,40,6,95,98,/,96,97,96,-0.3
COc1ccc(CC(=O)OCC(=O)Nc2cccc(Br)c2)cc1,4,92,12,25,88,89,8,91,93,90,0.3

# Additional structures
SMILES,ABCG2 inh,Rac1 wt GTP bind,GSH bead fluor,Avidin fluor,Rac1 mut GTP,Cdc42 wt,Pf gamet viab,HRas wt GTP,Rab7 wt GTP bind,Rab2 wt GTP,ABCB1 inh
CCOC(=O)C1=C(C)N=C2SC(C)C(=O)N2C1c1ccccc1 (stereo not given),1,97,14,13,96,98,3,97,94,100,0.3
CCOC(=O)Cn1c(CN2CCOCC2)nc2c1c(=O)[nH]c(=O)n2C,9,104,14,22,99,100,/,100,99,100,0.3
CS(=O)(=O)N1CCN(c2ccccc2NC(=O)CSc2nnc(-c3ccco3)o2)CC1,2,99,9,4,97,94,/,98,98,98,1.6
CCOc1ccc(C(=O)Nc2c3c(nn2-c2ccc(C)cc2)CS(=O)C3)cc1OCC (stereo not given),3,101,24,6,99,98,/,98,98,98,0.3
CCn1c(=O)c2c(nc(SCC(=O)NCC3CCCO3)n2C)n(C)c1=O (stereo not given),2,97,13,39,96,98,0,98,100,97,0.4
O=C(COC(=O)c1ccc2c(c1Cl)C(=O)c1ccccc1C2=O)NC1CCCCC1,2,96,6,3,100,101,7,96,101,93,0.3
O=C(C1CCCCC1)N1CCc2ccccc21,20,100,14,9,95,97,7,102,109,101,-1.4

# From PubChem BioAssay
